STAT3 blocker: reduces IL-6 driven STAT3 reporter signal; U3A cells, IL-6 STAT3-luciferase reporter, luminescence; host cell line lacks STAT1; inhibition, % at 5.5 µM; 190,000 compounds, 0.89% hits; AID 862;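 active means inhibition above the mean inhibition across all screened compounds plus 3 SD, cut at about 44% in these data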;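 further: 0% = DMSO only wells and 100% = 100 µM nifuroxazide control wells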
STAT3 act: STAT3 signaling activation; U3A cells, IL-6 STAT3-luciferase reporter, luminescence; 100% = signal with IL-6 EC80 alone; activation (% of control), % at 5.6 µM; AID 871; 190,000 compounds, 0.91% hits;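 active means activation above the screen-wide mean of compound activation plus 3 SD, cut at about 130% in these data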;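 further: 0% = background luminescence of wells with medium and substrate only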
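Material: human U3A cells carrying STAT3-luciferase construct. Measured by: reporter luminescence signal. Timing: compound 1 h, then IL-6 6 h at 37 °C.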
S1P3 antagonist: blocks the human S1P3 receptor. Q99500. CHO S1P3 NFAT-BLA reporter, FRET fluorescence, antagonist mode. inhibition, % at 4.98 µM. 170,000 compounds, 0.27% hits. AID 485;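 active means inhibition above the plate cutoff, the mean inhibition of test wells on that plate plus 3 SD, cut at about 28% in these data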;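 further: cells challenged with S1P at its EC80 of 0.8 µM; blue over green emission ratio from cleaved BLA substrate after 4 h stimulation; 0% = S1P-stimulated wells and 100% = unstimulated DMSO-only wells; some compounds past the cut are filed as inactive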
STAT1 inh: reduces IFN-gamma driven STAT1 reporter signal; NIH 3T3 STAT1-luciferase reporter, luminescence; inhibition, % at 5.5 µM; 200,000 compounds, 0.35% hits;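 active means inhibition above a set limit, the mean inhibition across all tested compounds plus 3 SD, cut at about 34% in these data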;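 further: 0% = IFN-gamma with DMSO and 100% = IFN-gamma with 300 µM nifuroxazide; values of inactives mirror those of a sister screen read the other way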
PPARg SRC-2 ag: agonists of SRC-2 recruitment by human PPARgamma; P37231; PPARgamma LBD-SRC-2 recruitment, biochemical; activation, % at 8 µM; 200,000 compounds, 0.34% hits; in the data active means activation above about 22%;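 further: 0% = vehicle and 100% = reference agonist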
Target sequence (P37231 whole entry, looked up, the tested form may be a part): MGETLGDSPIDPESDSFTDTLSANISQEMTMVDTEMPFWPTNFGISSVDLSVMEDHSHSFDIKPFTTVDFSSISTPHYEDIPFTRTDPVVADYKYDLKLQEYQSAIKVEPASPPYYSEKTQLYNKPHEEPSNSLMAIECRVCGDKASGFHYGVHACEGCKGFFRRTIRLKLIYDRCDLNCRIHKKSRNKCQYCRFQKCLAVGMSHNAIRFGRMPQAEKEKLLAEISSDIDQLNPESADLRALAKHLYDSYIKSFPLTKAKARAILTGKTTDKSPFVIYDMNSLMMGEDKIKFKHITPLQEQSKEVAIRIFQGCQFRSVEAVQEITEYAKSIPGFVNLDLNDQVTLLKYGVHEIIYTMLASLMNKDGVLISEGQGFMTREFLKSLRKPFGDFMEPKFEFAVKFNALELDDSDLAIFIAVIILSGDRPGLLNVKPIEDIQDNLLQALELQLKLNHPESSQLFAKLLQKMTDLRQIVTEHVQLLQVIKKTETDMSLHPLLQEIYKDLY
RAM inhibit: inhibitors of the yeast RAM network | inhibition, % at 50 µM | S. cerevisiae dse1pr::URA3 reporter, 5-FOA growth OD615, 2 d; analog-sensitive cbk1-as2 kinase mutant strain | 190,000 compounds, 1.8% hits | AID 868;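 active means inhibition above a set limit, 3 SD over mean compound inhibition, cut at about 8.4% in these data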;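 further: 0% = DMSO-only wells with no growth and 100% = 10 µM 1-NA-PP1 full growth; inhibition rescues growth on 5-FOA so higher OD means more RAM inhibition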
PPARg SRC1 recr: agonists of human PPARgamma SRC-1 coactivator recruitment | P37231 | PPARgamma-SRC-1 coactivator recruitment biochemical assay | activation, % at 8 µM | 200,000 compounds, 0.41% hits | AID 631; in the data active means activation above about 19%;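 further: 0% = DMSO and 100% = reference agonist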
TLR4-MyD88 BLA: TLR4-MyD88 interaction inhibition in cells; O00206+Q99836; HeLa CL3-4 TLR4/MyD88 BLA complementation, FRET ratio; inhibition, % at 8.4 µM; 200,000 compounds, 0.18% hits; in the data active means inhibition above about 25%;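 further: 0% = vehicle and 100% = reference inhibitor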
PPARg SRC3 recr: agonists of human PPARgamma SRC-3 coactivator recruitment; P37231; biochemical PPARgamma/SRC-3 coactivator recruitment assay; activation, % at 8 µM; 200,000 compounds, 0.26% hits; AID 731; in the data active means activation above about 23%;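 further: 0% = DMSO and 100% = reference agonist; some compounds past the cut are filed as inactive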
SRC2 TRFRET art: TR-FRET artefact, counter-screen to PPARgamma/SRC-2 agonist assay. active compounds read high. TR-FRET ratio at 8 µM. 200,000 compounds, 0.4% hits. AID 1049; in the data active means TR-FRET ratio above about 2000; further: inactives centre near 1500; reference of the scale not given here
ROMK mod: human ROMK K+ channel modulation, primary screen; 130,000 compounds, 2% hits; P48048; Tet-inducible ROMK, thallium flux fluorescence; actives lie on both sides; B-score at 10 µM;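 active means signal ratio slope over the read window, or its plate-corrected B-score, at least 3 SD from the plate mean, either direction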;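 further: B-score of the F/F0 ratio slope over 7 to 12 s after thallium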
Target sequence (P48048 whole entry, looked up): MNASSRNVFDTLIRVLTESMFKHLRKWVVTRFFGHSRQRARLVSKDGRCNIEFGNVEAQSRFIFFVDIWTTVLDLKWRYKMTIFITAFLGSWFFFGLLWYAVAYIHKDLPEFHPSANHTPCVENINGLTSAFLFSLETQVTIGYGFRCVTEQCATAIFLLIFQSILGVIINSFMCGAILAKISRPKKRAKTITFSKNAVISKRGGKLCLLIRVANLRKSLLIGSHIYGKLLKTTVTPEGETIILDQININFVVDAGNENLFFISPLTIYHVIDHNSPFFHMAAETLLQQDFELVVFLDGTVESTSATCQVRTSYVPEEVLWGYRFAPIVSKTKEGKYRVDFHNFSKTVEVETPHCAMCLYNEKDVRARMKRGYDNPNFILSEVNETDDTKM
Numbers without * were called inactive; . = no result given.

Every second line gives: STAT3 blocker	STAT3 act	S1P3 antagonist	STAT1 inh	PPARg SRC-2 ag	RAM inhibit	PPARg SRC1 recr	TLR4-MyD88 BLA	PPARg SRC3 recr	SRC2 TRFRET art	ROMK mod
CCCCN(C(=O)CSc1nnc(-c2ccccc2)n1C)c1c(N)n(Cc2ccccc2)c(=O)[nH]c1=O
 : -4	99	2	1	-3	-0.4	0	0	-1	1530	.
COc1ccc(OC)c(NC(=O)CCNS(=O)(=O)c2cccs2)c1
 : -5	106	.	-4	-4	-0.1	-1	0	7	1372	.
CC(C)(C)n1ncc2c(=O)n(Cc3ccc(Cl)cc3)cnc21
 : 25	83	-4	13	12	0.4	-1	-13	3	1641	-0.87
O=[N+]([O-])c1cccc(CNC2CCCCCC2)c1
 : 6	99	0	0	-8	2.2	6	-2	1	1588	-0.0043
CC1S/C(=N/N=C2CCC(C(C)(C)C)CC2)NC1=O (configuration not stated)
 : -6	106	6	-13	0	2.8	-1	-11	0	1572	0.025
Clc1ccc2c(c1)C1OCCC1C(c1ccco1)N2 (configuration not stated)
 : 2	99	-73	-15	6	-1.0	0	-12	5	1589	-0.91
Cc1cccc(C(=O)N[C@H](C(=O)Nc2cc(S(=O)(=O)N3CCCCC3)ccc2C)C(C)C)c1
 : -14	108	-2	6	3	5.3	4	-8	3	1584	.
CC(=O)NC1=NN(c2ccccc2)C(=O)C1
 : 3	102	.	3	0	0.4	-8	-7	-2	1487	.
O=C(O)/C=C\C(=O)Nc1ccc(Oc2ccccc2)cc1
 : 25	84	.	23	-11	3.6	-2	6	-11	1342	.
CCc1c(C)nc2c(C#N)c[nH]n2c1=O
 : 3	100	-14	-5	0	-1.0	-2	-3	-2	1529	.
Cc1cccc2c(C(=O)O)c3c(nc12)CCCCC3
 : -12	110	.	-2	-4	1.7	-3	-1	-11	1358	0.52
COc1ccc2sc3ccccc3c(=O)c2c1OC
 : -10	115	.	-6	1	5.2	2	0	3	1449	0.26
Cc1cccc(C)c1OCCCCc1c(C)n[nH]c1C
 : 10	94	-6	-1	2	0.3	4	3	11	1577	.
CC(C)(C)c1nnc(NC(=O)c2cccs2)s1
 : 27	80	-20	-39	1	0.4	5	8	4	1412	1.4
O=C(CCNc1cccc(F)c1)c1cc2ccccc2o1
 : 10	95	-25	-20	2	0.8	8	-7	1	1560	0.9
Cc1cccc(CC2CC(=O)N(c3ccccc3)C2=O)c1 (configuration not stated)
 : 8	96	-18	2	7	-0.3	4	4	5	1557	.
O=Cc1cccn1-c1sc2c(c1C(=O)O)CCCC2
 : -6	103	-6	6	6	0.9	1	-11	1	1724	0.61
COc1cccc(-c2cc(=O)c3cc(NC(=O)c4ccccc4)ccc3[nH]2)c1
 : -15	110	17	-1	3	4.3	4	-13	-1	1575	1.8
COc1ccc(C(=O)NNC(=O)CSc2nnnn2C)cc1
 : 7	96	-17	2	0	1.3	-10	-4	-5	1399	-0.14
CN(C)S(=O)(=O)N1CCC(c2ccc(F)cc2)C(COc2ccc3c(c2)OCO3)C1 (configuration not stated)
 : 1	103	30	15	-5	17*	-7	-7	-6	1498	-0.29
O=C(O)c1ccc(Oc2cccc([N+](=O)[O-])c2)cc1C(=O)O
 : 8	99	.	1	-1	0.0	2	-4	-8	1266	.
Cc1ccc(N(C(=O)CNC(=O)c2ccco2)C(C(=O)NC2CCCC2)c2cccnc2)cc1C (configuration not stated)
 : 1	104	11	-8	10	0.4	-4	-19	12	1605	.
CN1CCN(C(=O)CSc2cc(=O)n(C)c3ccccc23)CC1
 : 17	95	-10	12	38*	-0.1	34*	-12	20	2614*	-1.1
CC(/C=C/c1ccco1)=N/NC(=O)CNc1ccccc1C
 : 20	91	-21	5	5	0.6	3	-11	8	1507	0.62
CCC(C)n1c(=O)c(C(=O)Nc2ccccc2S(N)(=O)=O)c(O)c2ccccc21 (configuration not stated)
 : 3	103	-13	3	-1	0.5	-9	7	-8	1420	.
Cc1ccc2[nH]c(=O)c(N3CCOCC3)c(-c3ccccc3)c2c1
 : 9	95	-23	5	5	3.1	2	4	0	1500	.
CCc1nc2ccccc2n1CC(O)COc1ccc(NC(C)=O)cc1 (configuration not stated)
 : 9	95	.	-3	5	0.9	-8	-3	6	1413	-0.13
O=C(C/C=N/OCc1ccc(Cl)cc1)c1cnc(-c2ccccc2)s1
 : -2	102	.	2	2	11*	6	9	7	1601	.
CC(C)(C)OC(=O)N1CCC(C(=O)N[C@@H](Cc2ccccc2)C(=O)O)(c2ccccc2)CC1
 : 0	103	-21	-1	10	0.1	9	-9	3	1532	0.25
CCCCc1cc2c(c(NC(=O)CC)n1)c(=O)oc1ccccc12
 : -24	123	-19	6	4	2.0	0	7	3	1527	.
O=C(Nc1ccn(Cc2ccc(Cl)cc2)n1)c1ccccc1
 : -7	110	0	-60	9	0.7	9	0	2	1526	-1
CCCOc1ccc(-c2c(=O)n(OCc3ccc([N+](=O)[O-])cc3)c3ccccc3[n+]2[O-])cc1
 : -11	113	13	-3	1	5.0	10	9	-2	1478	.
COC(=O)C1=CN(CC2CCCO2)C=C(C(=O)OC)C1c1cc(OC)c(OC)c(OC)c1 (configuration not stated)
 : -3	103	.	3	11	3.0	2	-4	1	1578	0.53
CC(CN1CCOCC1)OC(=O)c1cccc(Br)c1 (configuration not stated)
 : 5	101	.	1	4	0.7	-4	1	1	1472	-0.083
Cc1cc(C(=O)CSc2nc3ccccc3[nH]2)c(C)n1CC1CCCO1 (configuration not stated)
 : 97*	23	.	29	9	0.4	0	-2	8	1637	.
Cc1nc2ccc(S(=O)(=O)NC(C(=O)NCc3ccc4c(c3)OCO4)C(C)C)cc2s1 (configuration not stated)
 : 0	104	.	3	-8	0.1	4	-4	5	1632	.
COc1ccc(CNC(=O)COC(=O)CCCOc2ccc(Cl)cc2Cl)cc1OC
 : 10	90	0	13	-5	-0.8	-6	-12	-1	1573	2.1
CCOc1cc(C)nc(NCc2ccccc2)n1
 : -12	111	.	-2	0	2.6	1	2	16	1500	0.1
NC(N)=Nc1nc(C2COc3ccccc3O2)cs1 (configuration not stated)
 : 12	92	5	-72	-1	1.1	-3	-5	3	1467	.
CCCC1(C(=O)OC)NC(c2cccc(F)c2)C2C(=O)N(CC)C(=O)C21 (configuration not stated)
 : -4	109	-29	-1	-3	2.7	1	10	-7	1346	.
COCCn1c(SCC(=O)Nc2ccc(NC(=O)c3ccco3)c(OC)c2)nc2ccccc2c1=O
 : 32	72	.	-2	-8	-0.3	5	12	3	1317	0.098
COCCNC(=O)c1onc(CSc2ccc(Cl)cc2)c1C(=O)O
 : -3	103	.	5	0	0.6	-4	15	-6	1505	.
CN1c2ccccc2N(C)C1c1c(O)ccc2ccccc12
 : -9	109	.	7	11	2.6	1	-6	-2	1593	0.85
Cc1cccc(C)c1Nc1nnc(SCc2cn3cccc(C)c3n2)s1
 : 0	105	-7	-1	1	0.0	-2	-9	0	1687	.
O=C(COC(=O)/C=C/c1ccc(Br)o1)Nc1ccccc1F
 : 4	103	-6	-11	-1	3.6	2	4	3	1443	0.82
C/C(=C/Cc1c(O)cc2oc(C)cc(=O)c2c1O)COC1OC(CO)C(O)C(O)C1O (configuration not stated)
 : -5	102	-14	-1	-2	2.2	0	-3	-1	1646	0.13
O=C(NC(=S)Nc1nc(-c2ccc(Cl)cc2)cs1)c1cccs1
 : 1	100	-15	-9	-2	1.0	2	8	-6	1429	.
Clc1ccc(Nc2ccc(-n3ccnc3)nn2)cc1Cl
 : 18	89	.	-5	7	0.9	5	-8	-3	1721	.
O=c1[nH]c(CN2CCCCC2)nc2c1C1(CCCCC1)Cc1ccccc1-2
 : 1	103	.	13	9	1.1	3	0	9	1766	0.82
COc1ccc(CN2CCN(C(=O)c3ccco3)CC2)cc1OCc1ccccc1
 : -6	107	28	0	3	1.2	5	-7	-4	1430	0.19
O=C(COc1ccc(S(=O)(=O)NC2CCCCC2)cc1)NCc1cccnc1
 : -7	104	.	4	-2	2.3	-4	-3	-3	1307	0.42
O=C(CC1Nc2ccccc2NC1=O)NCCCN1CCCCCC1 (configuration not stated)
 : 11	94	2	3	-4	-0.1	-4	11	2	1443	-0.12
COC(=O)C1=C(C)N(Cc2ccco2)C(=O)N[C@H]1c1ccc(Br)cc1
 : 1	97	3	0	-2	1.8	2	-6	-2	1401	-1.1
Cc1ccc(S(=O)(=O)Nc2nc3ccccc3nc2Nc2cccc(S(=O)(=O)N3CCCC3)c2)cc1
 : 12	96	-1	6	9	4.2	5	-9	1	1579	-2.2
COc1ccc(NC(=O)CN(c2cccc(C(F)(F)F)c2)S(C)(=O)=O)cc1OC
 : -3	100	.	-1	0	1.3	-2	2	4	1328	0.57
CN(Cc1c(F)cccc1Cl)C(=O)C1CC(=O)N(CCc2ccccc2)C1 (configuration not stated)
 : -2	106	3	3	1	0.4	8	3	3	1701	0.31
O=C(CSc1nnc(CNc2ccc(F)cc2)o1)N1CCN(C(=O)c2ccco2)CC1
 : 1	102	-1	0	0	1.8	2	-14	3	1547	.
COCCn1c(N)c(Sc2ccc([N+](=O)[O-])cc2)c(=O)[nH]c1=O
 : 9	96	-16	-10	2	0.0	2	7	3	1558	.
Cc1cccc(C(=O)NNC(=O)C2CCCO2)c1 (configuration not stated)
 : -2	104	.	-6	-5	1.9	-4	6	-13	1507	.
COC(=O)c1sccc1NC(=O)c1ccc(Cl)s1
 : -48	143*	2	1	16	-0.2	14	-5	16	1633	-0.056

Additional results:
Every second line gives: STAT3 blocker	STAT3 act	S1P3 antagonist	STAT1 inh	PPARg SRC-2 ag	RAM inhibit	PPARg SRC1 recr	TLR4-MyD88 BLA	PPARg SRC3 recr	SRC2 TRFRET art	ROMK mod
CC(Oc1ccc2c(-c3ccccc3)cc(=O)oc2c1)C(=O)O (configuration not stated)
 : 0	105	-46	14	2	0.1	1	13	1	1427	.
Cc1cccc(OCC(=O)NC(Cc2c[nH]c3ccccc23)C(=O)O)c1C (configuration not stated)
 : -3	108	15	14	9	-0.4	0	5	0	1774	0.63
CCn1c(=S)[nH]c2c(c1=O)C(C)(C)Cc1ccccc1-2
 : -3	107	7	1	33*	2.9	44*	9	28*	2673*	4*
Cc1c(C(=O)NC2CCCc3ccccc32)oc2ccc(S(=O)(=O)N3CCCC3)cc12 (configuration not stated)
 : -2	102	.	1	6	2.8	4	0	6	1660	-0.054

A stretch from the list above, for reference:
Every second line gives: STAT3 blocker	STAT3 act	S1P3 antagonist	STAT1 inh	PPARg SRC-2 ag	RAM inhibit	PPARg SRC1 recr	TLR4-MyD88 BLA	PPARg SRC3 recr	SRC2 TRFRET art	ROMK mod
Cc1cccc(C(=O)NNC(=O)C2CCCO2)c1 (configuration not stated)
 : -2	104	.	-6	-5	1.9	-4	6	-13	1507	.
COC(=O)c1sccc1NC(=O)c1ccc(Cl)s1
 : -48	143*	2	1	16	-0.2	14	-5	16	1633	-0.056
CC(Oc1ccc2c(-c3ccccc3)cc(=O)oc2c1)C(=O)O (configuration not stated)
 : 0	105	-46	14	2	0.1	1	13	1	1427	.

Screens as filed in PubChem.
